From PubChem
RBX1-CUL1 inh: human ROC1-CUL1 E3 ligase inhibition | AID 1347404 | in vitro K48 di-Ub FRET, acceptor:donor ratio, 45 min | P62877+Q13616 | inhibition, % at 10 µM | 0.6% of 140,000 active; in the data active means inhibition above about 25%
Target sequence (P62877 whole entry, looked up): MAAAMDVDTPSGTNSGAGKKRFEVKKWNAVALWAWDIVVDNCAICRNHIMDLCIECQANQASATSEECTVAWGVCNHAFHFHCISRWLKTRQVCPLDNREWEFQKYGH
Target sequence (Q13616 whole entry, looked up): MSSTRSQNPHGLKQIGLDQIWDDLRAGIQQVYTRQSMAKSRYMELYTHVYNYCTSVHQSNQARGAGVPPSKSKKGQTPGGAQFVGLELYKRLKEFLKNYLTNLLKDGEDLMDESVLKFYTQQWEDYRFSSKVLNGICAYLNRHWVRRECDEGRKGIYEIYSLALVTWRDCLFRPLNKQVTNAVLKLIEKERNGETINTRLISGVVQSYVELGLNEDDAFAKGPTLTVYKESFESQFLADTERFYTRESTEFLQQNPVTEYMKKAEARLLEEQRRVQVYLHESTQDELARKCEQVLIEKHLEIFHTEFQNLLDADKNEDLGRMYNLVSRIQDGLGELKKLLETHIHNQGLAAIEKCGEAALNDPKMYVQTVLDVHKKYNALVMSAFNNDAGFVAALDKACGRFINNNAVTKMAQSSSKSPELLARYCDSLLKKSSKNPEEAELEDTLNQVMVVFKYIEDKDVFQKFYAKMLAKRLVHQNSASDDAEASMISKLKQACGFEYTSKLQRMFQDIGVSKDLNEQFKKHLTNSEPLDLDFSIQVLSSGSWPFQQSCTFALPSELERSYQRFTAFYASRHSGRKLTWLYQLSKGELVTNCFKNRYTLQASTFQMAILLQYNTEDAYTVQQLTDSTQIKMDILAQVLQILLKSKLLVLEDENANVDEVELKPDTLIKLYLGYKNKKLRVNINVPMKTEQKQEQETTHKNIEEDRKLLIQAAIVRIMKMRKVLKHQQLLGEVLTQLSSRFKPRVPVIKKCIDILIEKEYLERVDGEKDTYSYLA
Numbers without * were called inactive. Only part of the results is shown; count on the stated rates, not on these rows.

RBX1-CUL1 inh | SMILES
-1 | CC(C)(C)C(=O)Nc1ccccc1C(=O)NC(CC(=O)O)C(=O)O (stereo unspecified)
6 | Cc1[nH]nc2c1C(c1ccc(OCc3ccccc3)cc1)C(C#N)C(=N)O2 (stereo unspecified)
2 | Cc1cc(C)c(NC(=O)CSc2nc3nccnc3c(=O)n2CCc2c[nH]c3ccccc23)c(C)c1
-9 | Cc1cccc(NC(=O)N2CCC3(CC2)Oc2ccccc2C(=O)N3Cc2ccccc2F)c1C
-3 | O=C1CC(C(=O)Nc2c(Cl)cccc2Cl)C2(CCCCC2)O1 (stereo unspecified)
-5 | O=C(Nc1ccc(Br)c2cccnc12)c1cccc2ccccc12
7 | CCC1=C(C(=O)OC)C(c2cccc(Cl)c2)C(C#N)C(=N)O1 (stereo unspecified)
5 | Cc1ccc(CNC(=O)CN(C)S(=O)(=O)c2ccc(F)cc2)cc1
-3 | O=C(Nc1cccc2ccccc12)C1CCC1
-2 | COC(=O)CN1CCN(Cc2ccc(Cl)cc2)CC1
-3 | Cc1ccc(NC(=O)N=C2CC(=O)N(C)C(=O)N2C)cc1
-1 | CC(=O)N1c2ccc(S(=O)(=O)N3CCCCCC3)cc2CC1C(=O)NCc1ccccc1 (stereo unspecified)
-10 | OCCNc1nc(Cl)nc(Nc2nc(-c3ccccc3)cs2)n1
-4 | Cc1cc(C)nc(-c2nn(C(=O)c3ccccc3)c(=S)o2)n1
-3 | CCOC(=O)C1CCCN(C(=O)c2cc3c(=O)[nH]c4ccc(C)cc4c3s2)C1 (stereo unspecified)
1 | CC(C)Cc1cc(CNC(=O)C2CCC(=O)N(Cc3ccccn3)C2)on1 (stereo unspecified)
-2 | Cc1ccc(CCNS(=O)(=O)c2cc(-c3cc(C)no3)ccc2C)cc1
7 | COc1ccccc1C1CC(=O)n2c(nc(-c3ccccc3)c2-c2ccccc2)S1 (stereo unspecified)
12 | COC1CCCN(C(=O)CCc2nnc(CCc3c[nH]c4ccccc34)o2)C1 (stereo unspecified)
-4 | CCS(=O)(=O)N1CC(=O)N(c2cc(Cl)ccc2C)C(C)(C(=O)NC2CCCCCC2)C1 (stereo unspecified)
-5 | CCOC(=O)c1c(NC(=O)Cn2nc(C)c([N+](=O)[O-])c2C)sc2c1CCC(C(C)(C)C)C2 (stereo unspecified)
3 | CCOC(=O)N1C2C=C(C)C(ON2C(=O)c2ccccc2)C2C(C)C(=O)N21 (stereo unspecified)
-9 | CCOc1cc(C(c2c(C)n(C)n(-c3ccccc3)c2=O)c2c(C)n(C)n(-c3ccccc3)c2=O)cc(Br)c1OCC#N
4 | CCCOc1ccc(C(=O)N(Cc2cccs2)c2ccc(C)cc2)cc1
-12 | CNC(=O)Nc1ccc2nc(C)sc2c1
35* | Cc1ccc(N2C(=O)/C(=C/c3cccn3-c3ccc(N(C)C)cc3)C(=O)NC2=S)cc1C
3 | CCN1C(=O)N=C(Cc2ccc(OCc3cccc(C(=O)O)c3)c(Cl)c2)C1=O
-5 | CC(C)c1ccc(OC/C=C/CN2CCOCC2)cc1
8 | Cc1nc(SCC(=O)Nc2ccc(F)cc2)c2c3c(sc2n1)CCC3
4 | N#CC1C(=N)OC2=C(C(=O)CCC2)C1c1ccccc1F (stereo unspecified)
6 | O=S(=O)(N=Cc1c(O)ccc2ccccc12)c1cccs1
8 | COc1cccc(CN2CCN(C(=O)CCC3(Cc4ccc(F)c(OC)c4)CCC(=O)N3)CC2=O)c1 (stereo unspecified)
-6 | CC(C)C(=O)Nc1cccc(C(=O)OCc2ccc(F)cc2)c1
9 | O=C(Nc1ccccc1C(=O)NC1=NCCS1)c1ccc(Cl)cc1
9 | CCCc1cc(=O)[nH]c(Nc2ccccc2OC)n1
-3 | Cc1cc(C)c(NC(=O)CSc2nnc(COc3c(C)cccc3C)n2C)c(C)c1
-8 | Cc1cc(C)cc(NC(=O)C2CCN(S(=O)(=O)c3c(C)noc3/C=C/c3ccco3)CC2)c1
-1 | CCCc1cc(C(=O)OCC)c(NC(=O)/C=C/C(=O)O)s1
5 | O=c1[nH]c(-c2ccccc2)nc(-c2ccccc2)c1-c1ccccc1
1 | Cc1nc2ccccc2c(C(=O)NO)[n+]1[O-]
5 | Cc1cccc(OCCCCCCc2c(C)n[nH]c2C)c1
-1 | Cc1ccc(Cn2nnc3sc4c(c3c2=O)CCC(C)C4)cc1 (stereo unspecified)
-5 | CSc1ccsc1/C(C)=N/OC(=O)c1ccc([N+](=O)[O-])cc1
1 | COC(=O)c1ccc(NC(=O)CC2C(=O)N(c3ccccc3)C(=O)N2C2CCCC2)cc1 (stereo unspecified)
3 | COc1ccc(Nc2oc(/C=C/c3ccc(F)cc3)nc2C#N)cc1
9 | Cc1ccc(N2C(=O)/C(=C\c3ccc(Cl)cc3)SC2=S)cc1
6 | CCC(=O)N1CCc2cc(Br)cc(S(=O)(=O)NCCc3cccc(C)c3)c21
-6 | COc1cccc(C(=O)NCC(c2ccc(N(C)C)cc2)N2CCOCC2)c1OC (stereo unspecified)
-7 | C=CCNCCCCOc1cccc(OC)c1
-11 | CCOc1ccc(C(=O)Nc2ccc(C(=O)OCc3cc(=O)n4c(C)csc4n3)cc2)cc1

Continued:
RBX1-CUL1 inh | SMILES
-10 | COc1ccccc1N1C(=O)c2ccccc2NC1C(OC)OC (stereo unspecified)
6 | COC(=O)c1cc2oc3ccccc3c2n1Cc1nc(-c2ccccc2Cl)oc1C
-6 | COc1cc(OC)c(NC(=O)CCCn2nc(C)c3c(C)n(-c4ccccc4)nc3c2=O)cc1Cl
-6 | Nc1ncncc1[N+](=O)[O-]
-3 | C=CC1(O)c2ccccc2CSc2ccccc21 (stereo unspecified)
5 | Cc1nonc1N=NN(Cc1cccc([N+](=O)[O-])c1)c1nonc1C
-2 | CC(C)(C)OC(=O)N1CCC(c2c(C(=O)Nc3ccc4c(c3)OCCO4)cnn2-c2ccccc2)CC1
1 | CCc1nc(Sc2nnc3ccccn23)c2c3c(sc2n1)CCCC3
-10 | COc1ccc(C2=NC(c3ccccc3)=Nc3ccc(C)cc3N2)cc1
-2 | OCCn1ccc(-c2cccc(-c3ccc(C(F)(F)F)cn3)c2)n1
9 | C(=C\c1nn2c(-c3ccco3)nnc2s1)/c1cccnc1
0 | COc1ccc(C(=O)C2C(=N)N(c3ccccc3Cl)C3=C(C(=O)CCC3)C2c2cc(OC)c(OC)c(OC)c2)cc1 (stereo unspecified)
15 | CCOc1cc(/C=C2\C(=O)ON=C2C)cc(I)c1OC(C)C
3 | CCCCOC(=O)c1cccc(NC(=O)C(C(C)C)N2C(=O)c3ccccc3C2=O)c1 (stereo unspecified)
-2 | CCOc1ccc(NC(=O)N2CCOc3ccccc32)cc1
2 | CC(C)CC(=O)N1CCN(S(=O)(=O)c2cccs2)CC1
4 | Cc1ccc(S(=O)(=O)O/N=C2\CCCc3nonc32)cc1
5 | COc1ccc(OC)c(NC(=O)c2cccc3c2C(=O)N(C2CCCCC2)C3)c1
1 | Cc1ccc(NC(=O)c2c(Br)cnn2C)c([N+](=O)[O-])c1
-12 | COC(=O)c1ccc(NC(=O)c2nn(C)c3c2COc2ccccc2-3)cc1
-3 | O=C1c2ccccc2C(=O)N1c1cccc(-c2csc(Nc3cccc4ccccc34)n2)c1
0 | O=C(O)CCC(=O)N1CCc2cc(S(=O)(=O)NCc3ccc(F)cc3)ccc21
5 | Cc1ccc(NC(=NC(C)(C)C)C(=NC(C)(C)C)Nc2ccc(C)cc2)cc1
3 | Cc1ccccc1Cn1cc(CCC(=O)NCc2cccc(Br)c2)c2ccccc21
1 | Cc1cc(Br)ccc1NC(=O)CSc1nnnn1C
-6 | Cc1cc(C)n2nc(CNS(=O)(=O)c3ccccc3)nc2n1
11 | COc1ccc(/C=C2\SC(=Nc3ccc(Cl)c(C(=O)O)c3)N(C)C2=O)cc1Br
12 | CCCCN1C(=O)C(O)(c2c(C)[nH]c3ccccc23)c2ccccc21 (stereo unspecified)
-7 | COc1ccc(CNC(=O)c2cc3c(-c4ccccc4F)nn(C)c3s2)cc1
3 | NC(=O)c1nnn(-c2nonc2N)c1CSc1nc2ccccc2s1
-3 | CCCCc1c(C)c2ccc(OCCC)c(C(C)=O)c2oc1=O
8 | CCOC(=O)c1ccc(NC(=O)C2C(C)=Nc3nc(CCCO)nn3C2c2ccc(OC)cc2)cc1 (stereo unspecified)
-5 | Cc1ccc(NC(=O)CCNS(=O)(=O)c2ccc3c(c2)CCCC(=O)N3)cc1
2 | CC1CCCN(CC(O)COc2ccc(C34CC5CC(CC(C5)C3)C4)cc2)C1 (stereo unspecified)
-14 | CCSc1ncc(Cl)c(C(=O)N(Cc2ccccc2)c2ccc(OC)cc2)n1
-12 | O=C(CCC1CCN(C(=O)CCc2ccncc2)CC1)NCc1ccc(F)cc1
5 | CC(C)C(=O)NC(=S)Nc1cccc(C#N)c1
-12 | O=C(Nc1nccs1)OCc1ccccc1
-3 | Cc1ccc(O)c(C=Nc2ccc3[nH]ncc3c2)c1
-4 | CCOC(=O)c1nn(-c2ccc(C)cc2)c2nnc(C)c(=O)n12
-9 | CSc1ccccc1C(=O)NCc1c(C)ncc2c1CCN(C(=O)c1cc(F)ccc1F)C2
6 | Cc1ccc2nc(C)cc(SCC(=O)N/N=C/c3ccc(C(=O)O)cc3)c2c1
-8 | CC1=C(c2ccc(C)cc2)S(=O)(=O)N(Cc2ccc(C(=O)NCc3cccc(C)c3)cc2)C1=O
9 | Cc1ccc(SCC(=O)Nc2ccc3oc(-c4ccccc4C)nc3c2)cc1
3 | CCCCN1CC(c2nc3ccccc3n2CCCCOc2ccc(C)c(C)c2)CC1=O (stereo unspecified)
-7 | O=c1c2c(-c3ccc(Cl)cc3)ccnc2[nH]n1-c1ccccc1
7 | Cc1ccc2c(c1)c1c3n2CCN(C(=O)c2ccc(C(F)(F)F)cc2)C3CCC1 (stereo unspecified)
-5 | O=C(CCS(=O)(=O)c1nc(-c2cccs2)cc(C(F)(F)F)n1)Nc1ccc(OC(F)(F)F)cc1
-14 | Cc1c(Cl)c(C(=O)N2CCCCCC2)nn1C
-5 | O=C(Nc1cc(Cl)cc(Cl)c1)c1ccc2c(c1)N(Cc1cccc(Cl)c1)C(=O)c1ccccc1S2=O (stereo unspecified)

More entries.
RBX1-CUL1 inh | SMILES
2 | COc1cccc(N2C(=O)CSC23C(=O)N(CC(=O)Nc2cccc(Cl)c2)c2ccccc23)c1 (stereo unspecified)
5 | CCOC(=O)C1=C(C)N=c2s/c(=C\c3ccc(Cl)cc3)c(=O)n2C1c1ccc(C(C)C)cc1 (stereo unspecified)
-1 | O=C(CSc1nnc(-c2ccccc2Cl)o1)N1CCCc2ccccc21
0 | COCCn1c(CN(C)Cc2cccs2)cnc1S(=O)(=O)CC1CC1
0 | CCCCc1ccc(NC(=S)NCCN2CCOCC2)cc1
-4 | CCc1cccc(C)c1NC(=O)C1CCCN(S(=O)(=O)c2cccc3nsnc23)C1 (stereo unspecified)
2 | Cc1cccc(NC(=O)CCn2cnnn2)c1C
4 | OCCNCc1ccc(-c2ccc(Br)cc2Cl)o1
11 | CC12CCCC3=C1N(C(=O)CC3=O)c1ccccc12 (stereo unspecified)
12 | CCc1cccc(C)c1NC(=O)c1cc(OC)c(OC)c(OC)c1
-13 | CCN(CC)c1ccc([N+](=O)[O-])cc1/C=N/NC(=O)c1cccc([N+](=O)[O-])c1
2 | Cc1ccc(C(=O)Nc2ccc(-c3nnc(SCC(=O)Nc4ccc(F)cc4)n3C)cc2)cc1
-7 | Cc1cccc(CN2CCC(C(=O)N3CCC(C(N)=O)CC3)CC2)c1
12 | CCOC(=O)c1nnc2c(-c3ccccc3)c(C)nn2c1N
4 | O=C(CCCc1ccccc1)NC1CC(=O)N(c2ccc(Cl)cc2)C1 (stereo unspecified)
3 | COc1ccc(NCC(=O)N/N=C/c2cc([N+](=O)[O-])ccc2N(C)C)cc1
1 | Cc1ccc2nc3c(cc(C#N)c(=O)n3-c3nnc(SCc4ccccc4)s3)c(=O)n2c1
6 | Cc1ccc(C)c(Cn2c(=O)n(Cc3ccccc3)c(=O)c3c2c2cc(C)ccc2n3C)c1
2 | COc1ccc(/C=N/NC(=O)c2cccc(F)c2)cc1COC(C)=O
-6 | Cc1ccccc1Nc1ncnc2sc3c(c12)CCCC3
1 | O=c1ccc2cc(S(=O)(=O)Oc3cc4ccccc4oc3=O)ccc2o1
1 | O=C(NC1CCN(Cc2ccccc2)CC1)C1CCC1
18 | Fc1ccc(-c2cccc(-c3ccn[nH]3)c2)cc1F
1 | O=C(NCC(c1cccnc1)N1CCN(Cc2ccccc2)CC1)C(=O)Nc1cccc(Cl)c1 (stereo unspecified)
-2 | O=c1[nH]c(SCc2ccccc2)nc2sc3c(c12)CCc1ccccc1-3
-5 | Cc1ccc(S(=O)(=O)c2cn(C)c3cc(N4CCCC4)c(F)cc3c2=O)c(C)c1
-3 | O=[N+]([O-])c1ccc(NN=C2CCCCC2)c([N+](=O)[O-])c1
-5 | CCOc1cccc(-c2cc(C(=O)N/N=C/c3cccnc3)[nH]n2)c1
